Assay outcomes: PubChem, several laboratories
PfHsp40 rescue = rescue of PfHsp40-mediated yeast toxicity; 340,000 compounds, 0.68% hits; AID 504582; S. cerevisiae expressing PfHsp40, growth rescue, ATP luminescence; growth rescue, % at 12.5 µM; in the data active = growth rescue above about 28%, passing the limit was not always enough; inconclusive = no clear call, values can overlap the other calls;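 note: yeast W303a lacking pdr1 and pdr3 grown in galactose medium; growth measured after three days at 30 °C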
BoNT-A LC inh2 = inhibitors of Botulinum neurotoxin A light chain protease. multiplex microsphere protease substrate cleavage, flow cytometry. inhibition, % at 10 µM. 360,000 compounds, 0.17% hits. AID 588499; note: plate controls were buffer without enzyme for full effect and enzyme alone for no effect
Anthrax LF inh2 = blocks Bacillus anthracis lethal factor protease; P15917; multiplex microsphere protease cleavage assay, LF; inhibition, % at 10 µM; 360,000 compounds, 0.12% hits; note: plate controls were buffer without enzyme for full effect and enzyme alone for no effect
3CLpro inhibitor = SARS-CoV 3CLpro protease inhibition; P0C6X7; recombinant SARS-CoV 3CLpro, quenched FRET peptide cleavage; inhibition, % at 6 µM; 290,000 compounds, 0.14% hits; AID 1706; in the data active = inhibition above about 12%
Yp Topo-I inh = inhibitors of Yersinia pestis topoisomerase I; Y. pestis Topo-I cleavage product accumulation, plate reader; activity, % at 10 µM; 360,000 compounds, 0.064% hits; in the data active = activity above about 50%, passing the limit was not always enough; inconclusive = no clear call, values can overlap the other calls; note: inactives centre near 2
TcdB inh = inhibitors of Clostridioides difficile toxin B glycohydrolase. 350,000 compounds, 0.24% hits. P18177. TcdB glycohydrolase enzymatic assay, plate reader. inhibition, % at 9.99 µM; in the data active = inhibition above about 10%
BH1578 lux ind = quorum light induction in luxS cqsA deficient V. cholerae | activation, % at 18.7 µM | 350,000 compounds, 0.16% hits | V. cholerae BH1578 lux reporter, luminescence, 6 h; in the data active = activation mostly above about 9.7%, no sharp cut-off; inconclusive = no clear call, values can overlap the other calls; inactive = mostly below about 3.7%; note: not every result past the cut was called active; inactives centre near 0; reference of the scale not given here
PrPC surface inh = inhibitors of human cell surface prion protein PrPC. TR-FRET read-out. inhibition, % at 13.8 µM. 370,000 compounds, 0.43% hits. AID 720596; in the data active = inhibition above about 24%; note: 0% = median of the test wells and 100% = reference compound wells
PriA SSB inh = blocks PriA binding to SSB C-terminal tail | 430,000 compounds, 0.6% hits | inhibition, % at 33 µM | AID 1272365 | AlphaScreen SSBct-PriA binding, biotinylated peptide; in the data active = inhibition mostly above about 37%, no sharp cut-off; inactive = mostly below about 20%;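 note: plate controls were negative control peptide for no effect and reference peptide for full effect; strong numbers were not always called active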
* = called active by the depositor; i = inactive; ? = inconclusive; / = not tested or not shown; & = joins results of further samples. Cut-off read from the data, not from the text of the source, unless noted: active = inhibition above about 30%; inconclusive = no clear call, values can overlap the other calls; inactive = below that. A portion of the library; rates above refer to the full screens.

Values run as follows: PriA SSB inh	3CLpro inhibitor	TcdB inh	PfHsp40 rescue	PrPC surface inh	BoNT-A LC inh2	BH1578 lux ind	Anthrax LF inh2	Yp Topo-I inh
CN(Cc1ccccc1)S(=O)(=O)c1ccc(C(=O)Nc2nnc(C3CC3)o2)cc1
→ 10	-3	/	1.1	/	-0.8	i	3	-7
CCCCN1C(=O)C(=O)N(c2ccccc2)C1=S
→ 18	-3	1.8	1.6	-1	0.0	-0.3	0	-5
O=C(C1CCC(=O)N(C2CCCC2)C1)N1CCN(c2ccc(Cl)cc2)CC1 (stereo not drawn)
→ 8	2	-3.0	-0.1	-1	1.6	-1.6	-3	14
Cc1ccc(C(=O)Nc2ccccc2C(=O)N2CCCC(C)C2)cc1 (stereo not drawn)
→ -10	10	0.2	-1.2	-1	-2.1	i	0	13
N/C(=N\OC(=O)CCCOc1ccccc1)c1ccncc1
→ /	1	0.6	0.3	10	0.3	-0.3	0	4
CCCn1cc(CN2CCc3ccc(NC(=O)C4CCCO4)cc3C2)c(C)n1 (stereo not drawn)
→ -1	-5	0.5	-0.8	3	0.5	2.5	-3	-1
CCNC(=O)c1cc(Br)ccc1Cl
→ -11	3	/	0.6	-5	-2.4	i	-1	-1
O=C(CSc1nnnn1C1CCCCC1)NCc1ccc2c(c1)OCO2
→ 0	-2	0.9	0.4	-3	0.6	-1.5	-4	2
Cc1cc(C)cc(-n2c3nc4ccccc4nc3c3c(=O)n(Cc4ccco4)cnc32)c1
→ -7	2	/	4.1	-13	8.3	-0.5	10	15
COc1ccc(/C=C/C(=O)Nc2cccc(S(=O)(=O)N3CCCC3)c2)cc1OC
→ -3	-3	1.6	-0.7	9	0.1	-0.6	4	11
CCc1nnc(NC(=O)c2ccc3c(=O)n4c(nc3c2)CCCCC4)s1
→ 5	2	-1.0	-1.3	1	-0.2	2.0	-2	4
COc1ccc(C(=O)N/C(=C/c2ccco2)C(=O)NCc2ccco2)cc1
→ -4	2	0.1	-0.5	-13	2.1	-0.3	-2	8
O=c1[nH]nc(N=Nc2c(O)[nH]c3ccc(F)cc23)c(=O)[nH]1
→ -3	/	0.2	-1.2	-8	1.1	i	2	9
CCC(C)[C@H](NC(=O)N1CCn2c1nc1ccccc12)C(=O)NCCc1ccccc1 (stereo partly drawn)
→ -5	-4	-4.2	0.7	0	0.2	i	-2	21
COc1ccccc1NS(=O)(=O)c1cccc(NC(=O)Nc2ccccc2)c1
→ 13	9	-0.1	0.5	20	-0.8	1.7	-6	1

Other records.
Values run as follows: PriA SSB inh	3CLpro inhibitor	TcdB inh	PfHsp40 rescue	PrPC surface inh	BoNT-A LC inh2	BH1578 lux ind	Anthrax LF inh2	Yp Topo-I inh
COc1ccc(CC(N)c2csc(NC(=O)c3ccc(F)cc3)n2)cc1 (stereo not drawn)
→ /	/	2.5	/	-7	-0.1	i	-8	-2
COc1cccc(CNC(=O)C2CCN(c3ncnc4c3nc3n4CCCCC3)CC2)c1
→ 1	2	0.9	-1.3	-5	-0.1	5.3	0	5
CCCc1nc2ccccc2c(C(=O)OC2CCOC2=O)c1CC (stereo not drawn)
→ 4	0	/	0.6	-6	1.3	-3.3	5	6
Cc1onc(-c2ccccc2Cl)c1C(=O)N1C=CC(C(F)(F)F)=NCC1
→ -3	-2	/	-1.4	12	0.6	-0.5	0	-3
COc1ccc(NC(=O)CCCN2C(=O)C(c3ccccc3)Oc3cccnc32)cc1 (stereo not drawn)
→ 15	1	2.1	-0.4	-1	0.8	-0.2	1	-7
CCOc1ccc(CCN2C(=O)C(=O)N([C@@H](CC(C)C)CN3CCC[C@@H]3CN3C(=O)C(=O)NC[C@@H]3Cc3ccccc3)C[C@@H]2Cc2ccc(O)cc2)cc1
→ 2	/	1.6	-0.2	-1	-0.1	i	-5	7
Cc1ccc(O)c(/C=N/NC(=O)Cc2ccc(Cl)cc2)c1
→ /	-4	-0.2	-0.3	1	-2.8	i	-18	-4
Nc1ncnc2c1ncn2[C@@H]1O[C@H](C(=O)N2CCCN(Cc3cccs3)CC2)[C@@H](O)[C@H]1O
→ /	/	0.7	/	7	-0.6	/	-1	/
O=C(COC(=O)c1ccc(O)cc1O)NC(=O)NCc1ccccc1
→ -1	/	-0.8	-1.2	5	0.2	i	-1	-6
CSc1nc2ccc3nc(NC(=O)c4cccs4)sc3c2s1
→ -4	2	/	-0.7	0	-0.5	i	-5	-2
CCCCC(CC(O)COCCC)C(=O)NN (stereo not drawn)
→ 10	4	-0.2	-1.1	-5	-0.3	i	1	6
O=C(c1cc(C2CC2)nn1-c1ccccc1)N1CCN(Cc2ccc(Cl)cc2)CC1
→ 5	/	0.9	-1.1	-2	-0.6	-0.4	-15	18
O=C(Nc1ccccc1)c1cccc(S(=O)(=O)NCc2ccco2)c1
→ -1	-6	/	-1.4	13	-0.2	i	-2	7
O=C(Nc1nnc(C2CCCO2)s1)c1cccs1 (stereo not drawn)
→ -13	0	/	-0.3	3	-0.1	-0.3	-1	-5
COc1ccccc1CNC(=O)c1ccc2c(=O)n(CC3CCCO3)c(=S)[nH]c2c1 (stereo not drawn)
→ 8	0	0.3	0.1	3	-0.7	-0.4	-3	36

(next part)
Values run as follows: PriA SSB inh	3CLpro inhibitor	TcdB inh	PfHsp40 rescue	PrPC surface inh	BoNT-A LC inh2	BH1578 lux ind	Anthrax LF inh2	Yp Topo-I inh
CCOc1ncccc1C(=O)N(CCC(C)C)c1c(N)n(Cc2ccccc2)c(=O)[nH]c1=O
→ -3	/	1.6	0.6	-1	-0.4	i	1	-4
CCNC(=O)CC1C(=O)N(c2cccc(OC)c2)C(=O)N1CCOC (stereo not drawn)
→ -20	1	/	-1.4	-1	-0.8	0.5	0	-4
N#CC1=C(N)SC(N)=C(C#N)C1c1cccc(Oc2ccccc2)c1
→ -8	7	-0.1	?	19	11	i	7	0
CCOC(=O)c1c(NC(=O)Cc2cccs2)sc2c1CCCC2
→ -2	2	/	-1.8	-4	-0.1	-0.7	-5	0
O=C(/C=C/NNC(=O)c1ccc(Br)cc1)c1ccccc1
→ -8	5	/	-1.3	-3	-0.4	0.6	5	18
CN(CC(=O)Nc1c(Cl)cccc1Cl)C(=O)c1cc(S(=O)(=O)N(C)C)ccc1N1CCCC1
→ -6	/	1.0	1.0	1	1.6	4.2	?	4
COc1ccc(C(=O)NCC(=O)NCc2ccncc2)cc1
→ -14	/	0.7	-0.4	3	-0.1	-1.2	0	-6
COc1ccc(CNC(=O)C(c2cccc(C)c2)N(C(=O)c2csnn2)C2CC2)cc1 (stereo not drawn)
→ 4	2	2.0	-0.2	2	-0.9	-0.3	0	7
O=C1CCC2(CC1)NC(=O)N(c1ccccc1)N2
→ -9	1	-2.5	-0.3	5	-1.3	-0.2	6	?
COCCNC(=O)/C(C#N)=C/c1ccc2c(c1)OCO2
→ 0	-3	0.8	-1.1	-2	0.1	-0.4	1	1
CCN=C1SC(C(=O)Nc2ccc(OCC)cc2)CC(=O)N1CC (stereo not drawn)
→ -12	1	1.2	-0.6	-4	0.3	i	-5	3
CC/C(O)=C1\C(=O)CC(c2ccccc2)CC1=NC(C)C (stereo not drawn)
→ /	2	/	-0.8	-1	-0.3	i	-2	2
Cc1nc(C)c(C(=O)C2=C(O)C(=O)N(CCN3CCOCC3)C2c2cccs2)s1 (stereo not drawn)
→ -10	5	/	-0.5	3	1.3	4.6	1	1
C[C@H](CO)N1C[C@H](C)[C@@H](CN(C)S(=O)(=O)c2cn(C)cn2)Oc2c(NC(=O)Nc3ccc4c(c3)OCO4)cccc2C1=O
→ -15	/	0.4&0.4	0.0	10	0.1	-0.5	-3	17
COc1cc(NC(=O)c2ccccc2)ccc1NC(=O)Cc1ccccc1
→ -2	-2	0.6	2.3	-6	-2.4	1.8	-10	-3

The results go on:
Values run as follows: PriA SSB inh	3CLpro inhibitor	TcdB inh	PfHsp40 rescue	PrPC surface inh	BoNT-A LC inh2	BH1578 lux ind	Anthrax LF inh2	Yp Topo-I inh
Cc1ccc2c(c1)C(c1ccccc1)=NCC(=O)N2
→ 0	8	0.7	-1.7	-6	-4.8	-0.4	5	-5
N=C1CCCN1c1ccccc1O
→ -4	2	0.9	-0.8	-3	-0.9	-0.8	-2	-10
Cc1ccc(S(=O)(=O)NC(=O)C2(C)CCN2C(=O)C2(c3ccc(Cl)cc3)CCC2)cc1 (stereo not drawn)
→ /	/	-3.6	/	1	-1.4	i	-4	9
O=[N+]([O-])c1ccc(/C=N/Nc2nc(N3CCCC3)nc(N3CCCC3)n2)o1
→ /	2	/	1.1	-32	3.5	i	-7	-3
CCC(c1nnnn1Cc1ccco1)N1CCN(C(=O)c2ccco2)CC1 (stereo not drawn)
→ -2	0	/	-1.4	-8	-0.2	i	0	11
O=C(c1ccc(Br)c([N+](=O)[O-])c1)N1CCN(Cc2ccccc2)CC1
→ 18	-7	-0.6	-0.3	-22	2.5	i	0	-2
CCC(CC)NCc1ccc(OC)cc1OC
→ -2	1	/	0.9	-2	-1.1	i	2	-3
COc1ccc2cnn(CCOc3ccccc3)c(=O)c2c1OC
→ -5	-3	/	8.2	6	-0.1	-0.3	-5	5
C=CCOc1ccccc1CNCc1ccc(F)cc1
→ -8	8	-0.2	-1.3	2	-3.8	-2.1	-10	-3
O=C(CSc1ncccn1)NCc1cccc(Cl)c1
→ -6	-1	3.6	0.3	1	-0.1	-0.1	-4	-8
C=CCNS(=O)(=O)c1cc2c3c(c1)CCN3C(=O)CC2
→ -18	-3	1.2	0.3	-3	1.4	3.0	-2	-4
COc1ccc(N(C)C(=O)c2cnc(N3CCN(c4ncccn4)CC3)c3ccccc23)cc1
→ 2	2	/	-0.6	3	0.2	-0.6	13	11
COc1ccc(C(C)(C)C)cc1NC(=O)COC(=O)CSCc1c(C)noc1C
→ -3	/	1.1	-1.5	-1	-2.4	i	-4	?
CC(C)=C[C@H]1C[C@H](C)[C@H]2CC[C@H](C)c3c(O[C@@H]4O[C@@H](C)[C@@H](O)[C@@H](O)[C@@H]4O)c(O)c(C)c1c32
→ /	/	0.4	/	-4	-0.4	-0.3	2	20
Cc1cc(NC(=O)CSCC(=O)OC(C)C(=O)c2cc(C)c(C)cc2C)no1 (stereo not drawn)
→ -14	/	0.5	2.6	4	-1.4	5.6	-4	23

2 compounds picked at random from those above, as already listed:
Values run as follows: PriA SSB inh	3CLpro inhibitor	TcdB inh	PfHsp40 rescue	PrPC surface inh	BoNT-A LC inh2	BH1578 lux ind	Anthrax LF inh2	Yp Topo-I inh
CCC(CC)NCc1ccc(OC)cc1OC
→ -2	1	/	0.9	-2	-1.1	i	2	-3
Cc1cc(NC(=O)CSCC(=O)OC(C)C(=O)c2cc(C)c(C)cc2C)no1 (stereo not drawn)
→ -14	/	0.5	2.6	4	-1.4	5.6	-4	23

Following part
Values run as follows: PriA SSB inh	3CLpro inhibitor	TcdB inh	PfHsp40 rescue	PrPC surface inh	BoNT-A LC inh2	BH1578 lux ind	Anthrax LF inh2	Yp Topo-I inh
O=C(NNC(=O)c1ccco1)c1ccc(NS(=O)(=O)c2cccs2)cc1
→ -11	/	0.6	0.1	-1	0.8	i	2	1
O=C1NC2(CCC3(CC2)OCCO3)NN1c1ccccc1
→ -1	2	-3.2	6.3	6	-1.3	0.9	-3	8
CN1NC(=O)CC1c1ccccc1 (stereo not drawn)
→ 3	/	-3.7	-1.7	-2	0.3	i	-6	-1
COC(=O)[C@@]1(C(C)C)N=C(c2cc(OC)c(OC)c(OC)c2)[C@]2(O1)C(=O)N(Cc1ccc(OC)cc1)c1ccc(Br)cc12
→ /	/	0.8	/	5	-0.2	/	-6	/
O=C(COc1ccc(F)cc1Br)N1CCc2ccccc21
→ -21	6	/	0.8	6	-0.7	-0.2	0	-1
CN1CCN(C2CN(Cc3cn(Cc4ccc(Cl)cc4)nn3)S(=O)(=O)C2)CC1 (stereo not drawn)
→ /	/	1.9	/	6	-0.1	/	4	/
NC(=O)CC[C@@H]1NC(=O)[C@@H]2CCCN2C(=O)c2cc([N+](=O)[O-])cc(F)c2NCCC[C@@H](C(N)=O)NC1=O
→ 1	2	2.0	-1.1	-13	-0.3	-2.2	-4	-2
CC(NS(=O)(=O)c1ccc(Cl)c(Cl)c1)C(=O)OCC(=O)Nc1ccc2c(c1)OCO2 (stereo not drawn)
→ 11	1	-0.3	0.2	11	0.3	i	-5	-6
